Rpn11 inh – Rpn11 (PSMD14) deubiquitinase inhibitors, primary screen, biochemical, fluorescence polarization, uHTS | AID 588493, 2011 | human 26S proteasome, Ub4-pepOG fluorescence polarization; 20S core pre-blocked with epoxomicin | actives 0.59% (n = 360,000) | 26S proteasome non-ATPase regulatory subunit 14 (Homo sapiens), O00487 | calls only at 20 µM;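 active = inhibition at 20 µM, scaled to each plate's controls, above about 33%, limit read from the data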
Target sequence (O00487 whole entry, looked up): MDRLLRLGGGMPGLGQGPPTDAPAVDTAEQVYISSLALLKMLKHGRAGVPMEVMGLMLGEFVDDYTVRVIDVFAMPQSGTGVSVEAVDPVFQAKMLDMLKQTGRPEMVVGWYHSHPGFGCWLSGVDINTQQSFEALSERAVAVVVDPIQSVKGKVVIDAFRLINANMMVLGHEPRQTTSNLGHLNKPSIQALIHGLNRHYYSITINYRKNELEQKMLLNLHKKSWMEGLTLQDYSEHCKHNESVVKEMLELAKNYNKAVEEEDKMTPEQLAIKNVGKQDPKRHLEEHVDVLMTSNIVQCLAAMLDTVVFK
NRP1-CendR mod – modulators of CendR peptide binding to NRP-1, primary screen, biochemical, fluorescence polarization, uHTS; Neuropilin-1 (Homo sapiens), O14786; FAM-RPARPAR peptide binding to NRP-1; inhibition, % at 25 µM; actives 0.85% (n = 360,000);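 active = inhibition or corrected inhibition above about 18%, plus a signal ratio from 0.5 to 1.5, limit read from the data, passing the limit was not always enough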; also: strong numbers were not always called active
Scp1 inh – Scp-1 phosphatase inhibitors, primary screen, biochemical, colorimetric, uHTS; Recombinant Scp1, phosphopeptide, malachite green phosphate absorbance; actives 0.88% (n = 340,000); inhibition, % at 20 µM; AID 493091, 2011; Carboxy-terminal domain RNA polymerase II polypeptide A small phosphatase 1 (Homo …;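 active = inhibition above about 50% at 20 µM, limit read from the data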;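 also: plate controls were DMSO wells with enzyme for no effect and wells lacking enzyme for full effect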
Target sequence (Q9GZU7 76-261 limits assumed): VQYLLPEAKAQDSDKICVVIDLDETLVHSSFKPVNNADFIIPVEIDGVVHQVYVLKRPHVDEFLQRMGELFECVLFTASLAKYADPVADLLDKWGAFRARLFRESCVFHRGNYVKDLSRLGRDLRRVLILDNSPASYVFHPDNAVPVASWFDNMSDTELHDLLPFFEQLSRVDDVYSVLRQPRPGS
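Material: truncated SCP-1 phosphatase (76-261aa) / Buffer or medium: 50 mM Tris acetate pH 5.5, 0.005% Tween-20, 10 mM MgCl2 / Compound dosing: one concentration, 20 µM, with 1.0% DMSO / Incubation: 45 min room-temperature reaction, 5 min colour, 30 min stabiliser / Detection: colorimetric free-phosphate detection, absorbance 630 nm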
DNMT1 inh – human DNMT1 methyltransferase inhibitors, primary screen, biochemical, molecular beacon, fluorescence, HinP1I cleavage, uHTS | inhibition (reported as % activation of signal), % at 10 µM | DNA (cytosine-5)-methyltransferase 1 (Homo sapiens), P26358 | actives 0.83% (n = 360,000); in the data active = inhibition above about 50%
LMPTP block – LMPTP phosphatase inhibitors, primary screen, biochemical, fluorescence intensity, uHTS | Low molecular weight phosphotyrosine protein phosphatase (Homo sapiens), P24666 | recombinant LMPTP-A, OMFP fluorogenic substrate | inhibition, % at 20 µM | actives 0.22% (n = 360,000) | AID 651560, 2012;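 active = compounds that cut the enzyme signal by at least half of the control window in the single-dose screen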;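 also: plate controls were DMSO wells with enzyme plus substrate for no effect and substrate without enzyme for full effect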
Target sequence (P24666 whole entry, looked up): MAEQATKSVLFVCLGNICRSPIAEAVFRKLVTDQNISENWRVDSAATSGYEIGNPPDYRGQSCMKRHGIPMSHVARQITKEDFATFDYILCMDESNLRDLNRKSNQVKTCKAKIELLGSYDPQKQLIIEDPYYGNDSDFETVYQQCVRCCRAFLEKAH
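Assay system: LMPTP-A, protein tyrosine phosphatase of low molecular weight / Medium: pH 6.0 Bis-Tris buffer with DTT and Triton X-100 / Schedule: 50 min enzyme reaction at room temperature, protected from light / Measured by: endpoint fluorescence intensity from OMFP dephosphorylation / Read-out basis: % inhibition relative to no-enzyme and uninhibited control wells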
STEP inh – STEP phosphatase inhibitors, primary screen, biochemical, fluorescence intensity, uHTS | Tyrosine-protein phosphatase non-receptor type 5 (Homo sapiens), P54829 | recombinant STEP, OMFP fluorogenic substrate | inhibition, % at 20 µM | actives 0.25% (n = 360,000);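 active = inhibition at 20 µM, scaled per plate between control wells, above about 37%, limit read from the data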;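 also: 0% = DMSO with enzyme and substrate and 100% = substrate only without enzyme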
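Also added – OMFP at 25 µM · Test system – STEP tyrosine phosphatase · Technique – FITC-channel fluorescence of OMFP product · Schedule – 20 min at room temperature, dark · Evaluation – control-normalized % inhibition with plate pattern correction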
NadD inh – inhibitors of S. aureus NadD, primary screen, biochemical, colorimetric, uHTS. Nicotinate-nucleotide adenylyltransferase NadD (Staphylococcus aureus N315). purified NadD enzyme, colorimetric absorbance read-out. inhibition, % at 20 µM. actives 0.78% (n = 360,000); in the data active = inhibition above about 26%; also: some compounds past the cut are filed as inactive
SUMO1 PPI mod – modulators of SUMO1 protein-protein interactions, primary screen, biochemical, uHTS. actives 0.33% (n = 360,000). inhibition, % at 20 µM. SUMO1 binding to a labelled peptide, TR-FRET, 1 h. Small ubiquitin-related modifier 1 (Homo sapiens), P63165; in the data active = inhibition above about 37%
Target sequence (P63165 whole entry, looked up): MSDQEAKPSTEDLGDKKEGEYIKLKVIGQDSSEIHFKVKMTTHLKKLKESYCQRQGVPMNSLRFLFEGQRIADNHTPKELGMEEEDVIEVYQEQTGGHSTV
MT1-MMP act inh – blockers of MT1-MMP proenzyme processing, primary screen, HT1080 RFP-PRO-GFP cells, GFP/RFP fluorescence. Matrix metalloproteinase-14 (Homo sapiens), P50281. GFP/RFP ratio fluorescence, overnight; percent of plate control window, DMSO zero. GFP/RFP ratio change, % at 20 µM. actives 0.061% (n = 360,000);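 active = GFP/RFP ratio change of at least 30% with cell ATP level not reduced by more than half and red fluorescence within 50% of control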; also: strong numbers were not always called active
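Material – HT1080 RFP-PRO-GFP cells · Control set – DMSO wells and RFP-L50D-GFP cells · Incubation – overnight cell settling, then overnight compound exposure, 37 °C, 5% CO2 · Compound dosing – single-point 20 µM compound, 1% DMSO · Read-out – GFP/RFP fluorescence ratio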
SKN-1 inh – suppressors of acrylamide-induced Pgst-4::GFP reporter in worms, primary screen, SKN-1 inhibitor project, whole organism, uHTS, GFP/RFP fluorescence ratio, strain VP596; actives 0.49% (n = 360,000); AID 624304, 2012; C. elegans VP596 Pgst-4::GFP/RFP ratio, 24 h; inhibition, % at 21.8 µM;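 active = interference check ratio from 0.5 to 1.5 plus GFP to RFP signal ratio inhibition reaching or exceeding a fixed threshold, cut at about 30% in these data, passing the limit was not always enough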; also: some compounds called inactive have numbers as strong as hits
* = called active by the depositor; i = inactive; nt = no result given.

mol	Rpn11 inh	NRP1-CendR mod	Scp1 inh	DNMT1 inh	LMPTP block	STEP inh	NadD inh	SUMO1 PPI mod	MT1-MMP act inh	SKN-1 inh
CC(C(=O)NCc1ccccc1)N1C(=O)c2ccccc2C1=O (stereo not drawn)	i	14	-8	3	-1.7	-2	-5	1	-1	13
COc1ccc2oc(C(=O)OC(C)C(=O)N3C(C)CCCC3C)c(C)c2c1 (stereo not drawn)	i	12	-21	3	0.1	-1	-9	-1	5	8
Cc1nc(-c2cccnc2)sc1C(=O)Nc1ccc(F)cc1F	i	0	-6	2	-0.8	2	-1	-7	5	11
Cc1ccc(NC(=O)COc2ccc3oc4c(c3c2)CCCC4)nc1	i	8	7	9	-2.8	-9	5	4	8	10
O=[N+]([O-])c1cccc(-c2nc(-c3cccs3)c(-c3cccs3)[nH]2)c1	i	-10	8	-13	4.1	1	13	-1	-2	-2
COC(=O)C(Cc1ccccc1)NC(=O)CNC(=O)c1ccc(Br)o1 (stereo not drawn)	i	12	-2	4	-1.0	-3	-3	2	2	7
CC(=O)Nc1ccc(Nc2cc(C)nc3c(-c4ccccc4)cnn23)cc1	i	0	0	-2	2.9	-4	6	2	-6	2
O=C(Cc1ccc(Cl)cc1)Nc1ccncc1	i	0	-1	0	-0.5	2	-3	15	-8	-1
Nc1nc2ccccc2n1C(=O)c1ccccc1	i	9	0	1	0.8	-2	5	-1	8	-1
Cc1ccccc1-c1ncc(CN2CCC(CO)(CCCc3ccccc3)CC2)cn1	i	4	-3	0	-1.1	-2	-12	2	2	7
COCc1cc(CN2CCN(C)CC2)c(O)c2ncccc12	i	-1	-13	-5	-5.1	2	-3	-5	5	15
C=CCn1c(SCc2nc3ccccc3c(=O)[nH]2)nc2scc(C3CC3)c2c1=O	i	-39	-12	26	0.3	1	16	-5	-4	4
CCc1nc2c(OCCOC)cccn2c1N(C)C(=O)Nc1ccccc1OC	i	-17	nt	1	-1.1	-2	-3	3	-6	-11
CCN1CC2=C(OC(N)=C(C#N)C2c2cccs2)/C(=C/c2cccs2)C1 (stereo not drawn)	i	-27	-9	-6	3.9	0	16	-3	-21	-1
COc1ccc(CNC(=O)c2ccc(CS(=O)(=O)c3ccc(OC)cc3)o2)cc1	i	-6	nt	3	-1.0	2	-4	-1	-3	6
CCOC(=O)C1=C(CCc2ccccc2)NC(=O)NC1c1cccc([N+](=O)[O-])c1 (stereo not drawn)	i	5	-8	-2	1.6	-3	4	-18	9	10
COc1ccc(C(CNC(=O)C(C)(C)Oc2ccc(Cl)cc2)N2CCOCC2)cc1 (stereo not drawn)	i	-6	-4	-7	-12	0	-1	-65	-3	18
Cc1cccc(-n2nc3c(c2NC(=O)C(C)C)CSC3)c1	i	-2	20	2	-1.2	1	9	2	-2	21
COCCNC(=O)Cn1nc(-c2ccccc2C)ccc1=O	i	-9	1	1	-1.9	2	1	5	-2	7
O=C(O)CCNC(=O)/C(=C\C=C\c1ccccc1)NC(=O)c1ccccc1	i	-7	-2	-1	-0.4	2	2	-11	2	8
Cc1ccc(-c2csc3ncnc(-n4cnc5ccccc54)c23)cc1	i	6	0	2	-1.7	-1	0	-4	2	2
CCOCC(=O)Nc1ncc(S(=O)(=O)c2ccc([N+](=O)[O-])cc2)s1	i	16	-9	-2	0.8	-3	-1	-21	5	-4
O=c1[nH]c2ccccc2nc1N1CCOCC1	i	14	-7	0	-0.1	0	5	-5	-2	23
O=C(Nc1ccc(N2CCOCC2)cc1)c1ccc(Cl)c(S(=O)(=O)N2CCCC2)c1	i	2	-6	-3	0.4	-1	1	-2	0	18
O=C(c1cc2sccc2n1Cc1ccccc1)N1CCc2ccccc21	i	-2	-13	-2	3.8	1	-9	-7	-10	14

A few values from the results shown:
Under SUMO1 PPI mod, O=[N+]([O-])c1cccc(-c2nc(-c3cccs3)c(-c3cccs3)[nH]2)c1 shows -1
Under NRP1-CendR mod, CCOC(=O)C1=C(CCc2ccccc2)NC(=O)NC1c1cccc([N+](=O)[O-])c1 (stereo not drawn) shows 5

Carrying on.
mol	Rpn11 inh	NRP1-CendR mod	Scp1 inh	DNMT1 inh	LMPTP block	STEP inh	NadD inh	SUMO1 PPI mod	MT1-MMP act inh	SKN-1 inh
COc1cccc2c(=O)c3c(cnn3C)n(C)c12	i	6	-1	14	-1.4	0	3	-16	3	28
CC(C)COc1ccc(C(=O)NNC(=O)c2ccc(=O)[nH]c2)cc1	i	7	-1	2	-1.4	-2	4	1	-3	-17
COc1ccc(S(=O)(=O)NCC(c2ccc(F)cc2)N2CCN(C)CC2)cc1 (stereo not drawn)	i	7	-10	-1	-2.0	-2	-5	1	-3	-9
CC(C)(C)C(=O)NC(=S)Nc1sc2c(c1C#N)CCCCC2	i	-1	-8	-7	3.6	0	-6	-1	-7	11
Cc1cc(C)n2nc(SCC(=O)N(C)Cc3ccccc3)nc2n1	i	-4	-6	1	0.0	-2	3	-4	0	-1
COc1ccc(S(=O)(=O)N2CCC(C(=O)N(C)Cc3ccc(C)o3)CC2)cc1OC	i	-3	-1	-5	-0.7	0	-1	2	-3	17
Cc1ccc(C2(c3noc(CN(C)CCO)n3)CCCC2)cc1	i	-3	6	-2	-0.4	5	-5	4	3	3
CCC1(C)Cc2c(sc3nc(NN)n(C)c(=O)c23)CO1 (stereo not drawn)	i	-20	-4	-8	-0.4	8	-4	4	0	2
Cc1cccc(C)c1Nc1nnc(SCC(=O)c2ccc(Br)s2)s1	i	-4	0	-7	-1.4	-2	-1	-8	0	8
CCN(CC)c1ccc(NC(=O)c2ccco2)cc1	i	10	-3	-5	0.8	0	-2	2	8	-3
O=C(Nc1nc(-c2ccccn2)cs1)c1ccc(F)c(S(=O)(=O)N2CCOCC2)c1	i	-4	-8	-16	2.3	6	21	7	-4	3
Cc1ccc(/C=N/Nc2ccc3ccccc3n2)o1	i	3	-14	0	0.9	-1	-4	-13	2	-11
O=C(Nc1ccc(F)cc1)c1ccc(CSc2ccc(Cl)cc2)o1	i	-12	50	-1	3.7	3	-3	2	2	16
O=C(COC(=O)c1ccc[n+]([O-])c1)Nc1ccccc1OC(F)F	i	-6	-5	2	-1.2	-2	-5	-2	1	10
CC(C)C[C@@H]1O[C@H](C(C)C)Cc2[nH][nH]c(=O)c21	nt	-4	nt	nt	-0.6	nt	6	-1	1	15
CC1(C(=O)NS(=O)(=O)c2cccs2)CCN1C(=O)Cc1ccc(Cl)cc1Cl (stereo not drawn)	i	3	nt	5	-0.1	-2	-6	2	2	-12
COc1ccc(Nc2ncnc3c2cnn3-c2cccc(C)c2)cc1OC	i	1	-7	0	2.4	0	1	1	0	0
C=CCc1ccccc1OCC(=O)OCCNC(=O)c1cccnc1	i	10	3	-4	-0.8	-1	1	1	0	8
CC(=O)N1c2ccc(S(=O)(=O)N3CCCC(C(=O)Nc4cc(C)cc(C)c4)C3)cc2CC1C (stereo not drawn)	i	-8	-3	-9	-0.8	0	4	1	-13	-5
Cc1ccccc1OCc1nnc(SCc2cc(=O)[nH]c3ccccc23)n1-c1ccccc1	i	1	1	-1	0.3	3	3	-2	-2	12
NC(=O)C1CCN(c2nc(C3CC3)nc3c2nnn3Cc2ccccc2Cl)CC1	i	-6	-4	-5	0.8	-4	-1	1	0	7
O=C(Nc1ccccc1)c1ccccc1Br	i	10	nt	6	9.6	4	1	42*	0	11
CCCn1c(SCC(=O)NCC2CCCO2)nc2c1c(=O)n(C)c(=O)n2C (stereo not drawn)	i	7	-9	3	-0.1	-2	3	3	-3	4
O=C(NCc1ccc(F)cc1)C1CCCN1S(=O)(=O)c1ccc(F)cc1 (stereo not drawn)	i	-2	nt	6	-3.3	3	-6	7	1	-1
CCNC(=O)CC1C(=O)N(c2cccc(C)c2)C(=O)N1CCC(C)C (stereo not drawn)	i	6	-9	1	-1.1	-2	-2	3	1	-4
Cn1c(=O)c2c(ncn2CC(=O)OCC(=O)Nc2cccc(C#N)c2)n(C)c1=O	i	8	nt	0	-1.6	-2	-3	-3	0	10
CC1CN(C(=O)c2scc3c2OCCO3)CC(C)O1 (stereo not drawn)	i	5	-7	-4	-1.0	0	1	-5	-3	-9
